Source: PubChem BioAssay
Myeloid diff 2 – induction of myeloid progenitor differentiation, primary screen, cell-based, flow cytometry, MLPCN library; ER-HoxA9 myeloid progenitors, lysozyme-GFP differentiation; actives 1% (n = 360,000); AID 624256, 2012; calls only at 10 µM;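 active = normalized GFP-positive differentiation at or above the plate's own cutoff, the solvent-only control mean plus 3 SD; inconclusive = no clear call, values can overlap the other calls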;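 note: cells exposed to compound for four days before flow analysis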
T cell modulator – modulators of CD8 T cell-vesicle binding, primary screen, mouse 2C CD8+ T cells, flow cytometry. 2C CD8+ T cell-vesicle binding; stronger effect = lower value. calls only at 7 µM. actives 0.068% (n = 330,000);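 active = response, share of CD8 T cells binding vesicles, and their 90th percentile fluorescence all below set limits, cut at about 80% in these data, passing the limit was not always enough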
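material = purified 2C TCR transgenic mouse naive CD8+ T cells | controls = Unloaded micro-vesicles (low), QL9 vesicles with 0.7% DMSO (high) | detection = cytometric PE anti-B7-1 and Alexa647 anti-CD8 signals after 1% paraformaldehyde fixation | incubation = binding step 1.5 h, 37 °C, antibody labelling 20 min, ice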
Hep lipid drop – inhibitors of hepatocyte lipid droplet formation, primary screen, imaging, high-throughput imaging, BODIPY stain; actives 0.4% (n = 240,000); AML12 mouse hepatocytes, oleate lipid droplets; inhibition, % at 6.5 µM;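 active = lipid droplet intensity inhibited by at least 50%, with more than 500 cells counted; inconclusive = wells with under 300 cells, treated as cytotoxic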
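Technique: fluorescence imaging, 20x objective, two fields per well / Assay system: AML12 hepatocytes (mouse) / Measure: % inhibition of lipid droplet signal / Doses: 6.5 µM single-point dosing / Incubation: overnight exposure / Reagent: 100 µM oleic acid challenge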
Hep lipid drop cells 6.5 µM – recorded beside Hep lipid drop, whose call it bears; cell count; measured here: cell count, cytotoxicity flag;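 cells counted across two imaged fields per well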
T cell modulator vesicle-bound % – second read-out of T cell modulator, no call of its own (marks repeat the call); double positive events, %; measured here: CD8+ vesicle-bound cell fraction;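 binding gate set so that unloaded-vesicle control wells show 10% double positive cells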
Myeloid diff 2 GFP+ MAC1+ % – recorded beside Myeloid diff 2, whose call it bears; GFP+ MAC1+ double positive, %; measured here: differentiation confirmed by MAC1 staining
Starred values were filed as active, the others as inactive; i = inactive; ? = inconclusive; · = not tested or not shown; + = active, no number.

SMILES | Myeloid diff 2 | Myeloid diff 2 GFP+ MAC1+ % | T cell modulator | T cell modulator vesicle-bound % | Hep lipid drop | Hep lipid drop cells 6.5 µM
COc1cc(C(c2c(C)[nH][nH]c2=O)c2c(C)[nH][nH]c2=O)cc(Br)c1OC | i | 0.8 | i | 51 | 3 | 794
Cc1ccc(S(=O)(=O)N2CCOCC2)cc1C(=O)NC1CCCC1 | i | 1.6 | i | 30 | 2 | 821
O=C(Nc1ccc(NC(=O)c2ccc3c(c2)OCCO3)cc1)c1ccccc1 | i | 0.3 | i | 47 | 24 | 799
O=C(O)c1ccc(Oc2ccc(S(=O)(=O)c3ccc(C(=O)O)c(C(=O)O)c3)cc2)cc1 | i | 0.9 | i | 57 | 2 | 806
COc1ccc(-n2nc3c(c2NC(=O)COc2ccccc2)CS(=O)(=O)C3)cc1 | i | 2.1 | i | 12 | 6 | 714
CCOc1cc(C2C3=C(CC(C)(C)CC3=O)N(C)C3=C2C(=O)CC(C)(C)C3)ccc1O | i | 0.8 | i | 66 | -1 | 833
COc1ccc(OCC(O)CNC(C)c2ccccc2)cc1 (centres undefined) | i | 0.3 | i | 10 | -14 | 818
CCc1ccc(NC(=S)N2CCC(NC(=O)C3CCCCC3)CC2)cc1 | i | 0.5 | i | 28 | 21 | 808
COc1ccc(NC(=O)c2cc(-c3ccccn3)nc3c(C)cc(C)cc23)c(C)c1 | ? | · | i | 63 | -3 | 857
COc1ccc(S(=O)(=O)NCCc2cn3nc(C)c(C)nc3n2)cc1C | i | 3.2 | i | 12 | 1 | 715
Cc1cc(C)cc(NC(=O)CC2Oc3ccc(C)cc3NC2=O)c1 (centres undefined) | i | 0.6 | i | 55 | -28 | 733
Cc1ccc(/C=N/NC(=O)c2nnn(-c3nonc3N)c2C)o1 | i | 0.6 | i | 30 | 10 | 692
O=C(CNC(=O)C1COc2ccccc2O1)N/N=C\c1ccccc1Cl (centres undefined) | i | 2.4 | i | 19 | -1 | 779
CC(C)(CO)NCc1c(OCc2ccc(Cl)cc2)ccc2ccccc12 | i | 0.5 | i | 60 | -18 | 764
O=C(COc1ccccc1Cl)NNC(=O)c1cc(S(=O)(=O)N2CCOCC2)ccc1N1CCCC1 | i | 1.7 | i | 7 | 0 | 818
C/C(=N\Nc1nncc2ccccc12)c1ccc(Cl)c([N+](=O)[O-])c1 | i | 0.3 | i | 45 | -4 | 785
COc1ccc(S(=O)(=O)NNC(=O)c2ccc([N+](=O)[O-])cc2)cc1 | i | 1.7 | i | 46 | -1 | 809
COc1ccc(CNc2ncccc2[N+](=O)[O-])cc1 | i | 0.8 | i | 55 | 2 | 852
CCCc1nnc(NC(=O)COc2ccc3c(c2)OCO3)s1 | i | 0.5 | i | 17 | -9 | 726
COC(=O)C1CC(=O)N(c2ccc(OCc3ccccc3Cl)cc2)C1 (centres undefined) | i | 0.7 | i | 40 | -4 | 797
CCOC(=O)N1CCN(C(=O)c2ccc(Cn3c(=S)[nH]c4cc(C(=O)OC)ccc4c3=O)cc2)CC1 | i | 0.6 | i | 42 | 4 | 703
COc1cccc(CNC(=O)CN2C(=O)CCSc3ccc(S(=O)(=O)N4CCCC4)cc32)c1 | ? | · | i | 15 | -10 | 786
COc1ccccc1/C=C/c1onc(C)c1S(=O)(=O)N1CCC(C(=O)NC2CCCCCC2)CC1 | i | 8.2 | i | 20 | -2 | 671
CCC(C)N(C(=O)COc1ccccc1C(=O)NCc1ccccc1)C1CCS(=O)(=O)C1 (centres undefined) | i | 0.5 | i | 20 | -6 | 691
CC(=O)N1CCc2cc(Br)cc(S(=O)(=O)NCCCN(C)Cc3ccccc3)c21 | i | 0.8 | i | 25 | -21 | 720
COc1ccc2oc(C)c(C(=O)c3ccc(C)cc3)c2c1 | i | 0.6 | i | 26 | -3 | 783
CCN(CC)S(=O)(=O)c1cc(NC(=O)CN2C(=O)NC(C)(c3ccccc3)C2=O)ccc1C (centres undefined) | i | 0.7 | i | 35 | -3 | 820
COc1cccc(CN2CCN(C(=O)c3cc(-c4ccncc4)nc4ccc(C)cc34)CC2)c1 | i | 3.5 | i | 31 | 41 | 690
COc1ccc(CNC(=O)CN(Cc2ccccc2F)C(=O)c2csnn2)cc1 | i | 0.6 | i | 52 | 15 | 782
COc1ccc(C(C)=O)cc1Cn1c(=O)cc(C)[nH]c1=O | i | 0.7 | i | 21 | -3 | 813
O=C(COc1ccccc1[N+](=O)[O-])N(Cc1cccc(Br)c1)C1CCS(=O)(=O)C1 (centres undefined) | i | 1.0 | i | 0 | -1 | 660
CC(C)(CNC(=O)c1ccc(Br)o1)N1CCOCC1 | i | 3.6 | i | 4 | 4 | 707
CC1CCN(C(=O)c2ccc(NC(=O)c3ccccc3)cc2)CC1 | i | 0.5 | i | 24 | -4 | 706
COc1ccc(OC(C)C(=O)N(C)Cc2nc(-c3ccc(OC)cc3)no2)cc1 (centres undefined) | i | 3.2 | i | 44 | -5 | 692
COc1cccc(NC(=O)CCS(=O)(=O)c2ccc3c(c2)oc(=O)n3C)c1 | i | 1.9 | i | 14 | -14 | 651
CCc1ccc(CN2CCCC(CNC(=O)c3cc(OC)cc(OC)c3)C2)cc1 (centres undefined) | i | 0.3 | i | 56 | -30 | 787
Cc1ccc2[nH]c3c(=O)n(CC(=O)NCCCN4CCN(c5ccc(F)cc5)CC4)ncc3c2c1 | i | 9.7 | i | 12 | 1 | 732
C=CCOc1ccc(/C=N/NC(=O)CC(=O)NC2CCCCC2)cc1 | i | 0.2 | i | 19 | -4 | 793
Cc1cccc(C)c1OCC(=O)Nc1ccccc1N1CCCCC1 | i | 1.0 | i | 10 | 0 | 878
CCC(C)Sc1nnc(NC(=O)C2CCN(C(=O)c3ccco3)CC2)s1 (centres undefined) | i | 0.3 | i | 36 | 3 | 780

Entries from the list above with bromine, in the order listed:
SMILES | Myeloid diff 2 | Myeloid diff 2 GFP+ MAC1+ % | T cell modulator | T cell modulator vesicle-bound % | Hep lipid drop | Hep lipid drop cells 6.5 µM
COc1cc(C(c2c(C)[nH][nH]c2=O)c2c(C)[nH][nH]c2=O)cc(Br)c1OC | i | 0.8 | i | 51 | 3 | 794
CC(=O)N1CCc2cc(Br)cc(S(=O)(=O)NCCCN(C)Cc3ccccc3)c21 | i | 0.8 | i | 25 | -21 | 720
O=C(COc1ccccc1[N+](=O)[O-])N(Cc1cccc(Br)c1)C1CCS(=O)(=O)C1 (centres undefined) | i | 1.0 | i | 0 | -1 | 660
CC(C)(CNC(=O)c1ccc(Br)o1)N1CCOCC1 | i | 3.6 | i | 4 | 4 | 707

The results go on:
SMILES | Myeloid diff 2 | Myeloid diff 2 GFP+ MAC1+ % | T cell modulator | T cell modulator vesicle-bound % | Hep lipid drop | Hep lipid drop cells 6.5 µM
Cc1ccc(CC(=O)Nc2cccc(S(=O)(=O)N3CCOCC3)c2)cc1 | i | 1.1 | i | 22 | 21 | 843
CCc1cc(=O)oc2cc(C)cc(OC(C)C(=O)NCCN3CCOCC3)c12 (centres undefined) | i | 1.0 | i | 29 | -1 | 735
CCc1ccc(OC)c(S(=O)(=O)Nc2ccc(Cc3ccncc3)cc2)c1 | i | 4.3 | i | 19 | -15 | 760
CC(=O)Nc1ccc(-n2c(C)ccc2-c2ccccc2)cc1 | i | 0.5 | i | 32 | 10 | 419
CN(C)CC(C)(C)CNC(=O)C1CCN(CCCc2ccccc2)CC1 | i | 0.3 | i | 64 | -7 | 752
COc1ccc(-c2csc3ncnc(N4CCN(c5cccc(C)c5C)CC4)c23)cc1 | i | 0.3 | i | 16 | -29 | 769
COc1ccc(-c2nnc(NC(=O)c3ccco3)s2)cc1 | ? | · | i | 25 | -6 | 749
N#C/C(=C/c1ccc(OCc2ccc(C(=O)O)cc2)cc1)C(=O)Nc1ccccc1 | i | 0.2 | i | 55 | -4 | 690
CC1CCCN(CCCNC(=O)c2nn(C)c3c2CS(=O)(=O)c2ccccc2-3)C1 (centres undefined) | i | 4.7 | i | 38 | 0 | 729
O=C(O)CCN1C(=O)C2C3C=CC(C2C1=O)C1C(=O)N(CCC(=O)O)C(=O)C31 (centres undefined) | i | 0.5 | i | 48 | -5 | 833
Cc1nc(CNS(=O)(=O)c2ccc(F)cc2)cs1 | i | 0.7 | i | 20 | -22 | 824
NC(N)=NS(=O)(=O)c1ccc(N/C=C/C(=O)c2ccc(Cl)c(Cl)c2)cc1 | i | 0.4 | i | 31 | 10 | 808
Oc1ccccc1CNCC12CC3CC(CC(C3)C1)C2 | i | 0.9 | i | 59 | 13 | 693
S=C(Nc1ccccc1Cl)N1CCN(c2ccccn2)CC1 | i | 0.5 | i | 56 | 5 | 836
COc1ccc(N2CCN(C(=O)c3c(-c4c(F)cccc4Cl)noc3C)CC2)cc1 | i | 0.7 | i | 22 | 26 | 818
COC(=O)c1ccc(NC(=O)c2ccc[n+]([O-])c2)cc1 | i | 0.2 | i | 19 | 4 | 785
O=C(Nc1ccc2ccccc2n1)c1ccccc1Br | i | 1.4 | i | 28 | 0 | 829
CC(C)(Oc1ccc(Cl)cc1)C(=O)NNC(=O)c1ccc(Br)o1 | i | 0.5 | i | 25 | -13 | 690
O=C(Nc1ccccc1)C1C(c2ccccc2)C1(Cl)Cl (centres undefined) | i | 0.3 | i | 57 | 17 | 846
CCOc1ccc(N(CC(=O)NCCOc2ccccc2OC)S(=O)(=O)c2ccccc2)cc1 | i | 0.7 | i | 16 | -27 | 876

In the list so far, these have two or more sulfur atoms:
SMILES | Myeloid diff 2 | Myeloid diff 2 GFP+ MAC1+ % | T cell modulator | T cell modulator vesicle-bound % | Hep lipid drop | Hep lipid drop cells 6.5 µM
COc1cccc(CNC(=O)CN2C(=O)CCSc3ccc(S(=O)(=O)N4CCCC4)cc32)c1 | ? | · | i | 15 | -10 | 786
CCC(C)Sc1nnc(NC(=O)C2CCN(C(=O)c3ccco3)CC2)s1 (centres undefined) | i | 0.3 | i | 36 | 3 | 780
Cc1nc(CNS(=O)(=O)c2ccc(F)cc2)cs1 | i | 0.7 | i | 20 | -22 | 824

(continued)
SMILES | Myeloid diff 2 | Myeloid diff 2 GFP+ MAC1+ % | T cell modulator | T cell modulator vesicle-bound % | Hep lipid drop | Hep lipid drop cells 6.5 µM
COc1cccc(CSc2nnc(-c3ccncc3)n2N)c1 | i | 0.6 | i | 34 | 21 | 816
Cc1[nH]c(C)c(S(=O)(=O)N2CCN(c3ccc(Cl)cc3)CC2)c1C(=O)N1CCCC1 | i | 5.2 | i | 37 | 0 | 691
CCn1c(CCNS(=O)(=O)c2ccccc2Br)nnc1SC | i | 0.4 | i | 41 | -3 | 749
COc1ccc(-c2nc(CN3CCC(C(=O)N4CCOCC4)CC3)c(C)o2)c(OC)c1 | i | 0.6 | i | 19 | 2 | 680
CC1CCN(C(=O)CSc2nc3c(c(=O)n2C)SCC3)CC1 | i | 3.1 | i | 68 | 0 | 725
COc1c(C)cc(Br)cc1C(=O)NC(=S)NCc1ccco1 | i | 0.8 | i | 67 | -26 | 575
CCOc1ccc(C(=O)Nc2ccccc2N2CCN(C(=O)c3ccccc3)CC2)cc1[N+](=O)[O-] | i | 6.0 | i | 61 | 4 | 690
CCOC(=O)CNC(=O)C1CCN(S(=O)(=O)c2ccc(-c3nn[nH]n3)cc2)CC1 | i | 0.5 | i | 9 | 26 | 779
O=C(OCC(=O)N(CCc1ccccc1)Cc1ccccc1)c1cccc(O)c1 | i | 0.7 | i | 25 | 1 | 631
COc1cc(NC(=O)C2CCCN(S(=O)(=O)c3ccc4[nH]c(=O)ccc4c3)C2)cc(OC)c1 (centres undefined) | i | 2.5 | i | 12 | 9 | 780
COc1cc2sc(NC(=O)c3ccco3)nc2cc1Cl | i | 0.2 | i | 26 | -31 | 834
CCc1cc(=O)[nH]c(SCc2cccc3ccccc23)n1 | i | 0.9 | i | 51 | -1 | 771
Cc1ncc(CN2CCC(C(=O)Nc3ccc(-n4cccn4)cc3)CC2)s1 | i | 0.4 | i | 64 | 6 | 860
CCc1ccc(C(=O)N2CCN(c3ccc(NC(=O)c4ccco4)cc3)CC2)cc1 | i | 0.3 | i | 10 | -2 | 809
COc1ccc(OC)c(CNC(=O)Cn2nc(C)c3c(C)n(-c4ccc(C)cc4)nc3c2=O)c1 | ? | · | i | 22 | -5 | 711
C=CCOc1cccc(C(=O)Nc2ncn[nH]2)c1 | i | 0.3 | i | 44 | -5 | 812
COc1ccc(Br)cc1S(=O)(=O)N1CCCc2ccccc21 | i | 0.3 | i | 42 | -26 | 845
COc1ccc(NC(=O)CSCc2cc(=O)n3ccsc3n2)cc1 | i | 5.1 | i | 11 | 25 | 759
O=C(COC(=O)c1ccccc1Br)NC1CCCC1 | + | · | i | 37 | 0 | 809
CCOc1ccc(N(CC)S(=O)(=O)c2c(C)[nH]c(=O)[nH]c2=O)cc1 | i | 0.6 | i | 18 | 14 | 806

A portion of the library (hit frequency here may not be typical).
